# LMP1 NFkB inh: inhibitors of Epstein-Barr LMP1-induced NF-kappaB reporter | LMP1-induced NF-kappaB luciferase reporter cells, luminescence | inhibition, % at 12.5 µM | 0.69% of 350,000 active; in the data active means inhibition above about 41%;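 further: 0% = neutral control wells and 100% = reference inhibitor control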
# SRC2 inh: human SRC2 (NCOA2) inhibition; Q15596; HEK293 GAL4-SRC2 luciferase reporter, luminescence; inhibition, % at 9 µM; 0.17% of 370,000 active; AID 651957;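 active means inhibition above the mean inhibition of all tested compounds plus 3 SD, set per campaign, cut at about 52% in these data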;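 further: 0% = DMSO treated cells and 100% = cells given Gossypol at 36 µM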
# C8 TRAIL sens: sensitizes caspase-8 expressing cells to TRAIL; NB7+C8 cells + TRAIL, ATPlite viability luminescence; 1% of 360,000 active; inhibition (viability loss, TRAIL sensitization), % at 10 µM;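 active means compounds causing at least 50% loss of cell viability in the single-dose screen, relative to plate controls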
# NR5A2 inv ag: NR5A2 inverse agonism in reporter assay | HEK293T StAR-luciferase reporter, LRH-1 transfected, 24 h | inhibition, % at 3.6 µM | O00482 | 0.13% of 360,000 active;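 active means inhibition above the mean inhibition of all tested compounds plus 3 SD, cut at about 73% in these data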;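 further: 0% = DMSO wells and 100% = reporter-only cells lacking LRH-1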
# NR2F2 inh: NR2F2 (human) inhibition, primary screen. inhibition, % at 8.6 µM. P24468. HEK293T NGFI-A luciferase reporter, luminescence. 0.7% of 370,000 active;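 active means inhibition above a per-plate cutoff, mean inhibition of test wells between control levels plus 3 SD, cut at about 38% in these data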;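 further: cells cotransfected with COUP-TFII expression vector driving the NGFI-A reporter; 0% = median of COUP-TF2 test wells and 100% = reporter-only cells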
# SRC1 inh: inhibitors of human steroid receptor coactivator 1 (SRC1) | HEK293 GAL4-SRC1 luciferase reporter, luminescence | 0.12% of 360,000 active | inhibition, % at 3.6 µM | Q15788;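 active means inhibition above the campaign mean plus 3 SD, with each screening campaign given its own cutoff, cut at about 60% in these data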;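 further: 0% = DMSO treated cells and 100% = gossypol at 36 µM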
# SRC3 inh: human NCOA3 inhibition; HEK293 GAL4-SRC3 luciferase reporter, luminescence; inhibition, % at 3.6 µM; AID 588352; Q9Y6Q9; 0.17% of 360,000 active;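 active means inhibition above a per-campaign cutoff, the mean of all compounds plus 3 SD, cut at about 60% in these data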;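 further: 0% = DMSO-treated cells and 100% = gossypol-treated cells at 36 µM; higher means less SRC3-driven luciferase light from the GAL4 reporter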
# NOD2 RIPK2 PPI: NOD2-RIPK2 protein interaction inhibition; O43353; CHO BLA complementation NOD2-RIPK2, CCF4 ratio; inhibition, % at 4.98 µM; 0.38% of 360,000 active; in the data active means inhibition above about 21%;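 further: 0% = vehicle only and 100% = reference blocker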
# TWEAK Fn14 block: TWEAK-Fn14 signaling inhibition; TWEAK-stimulated Fn14 reporter cells, luciferase luminescence, 8 h; inhibition, % at 10 µM; 2% of 360,000 active; in the data active means inhibition above about 50%
# TLR9-MyD88 block: TLR9-MyD88 interaction inhibition | CHO BLA complementation TLR9-MyD88, CCF4 FRET ratio | inhibition, % at 4.98 µM | 0.21% of 340,000 active;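 active means inhibition above the mean over all tested compounds plus 3 SD, cut at about 21% in these data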;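 further: 0% = DMSO only wells and 100% = clavulanate BLA inhibitor control wells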
# TROY signal inh: TROY signaling inhibition | Q293 LMP1-TROYcd NF-kB luciferase reporter, 4 h | inhibition, % at 10 µM | 0.98% of 360,000 active | AID 1347056;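 active means compounds whose plate-normalised and pattern-corrected inhibition of the luciferase reporter signal at the single screening dose is 50% or more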
# An asterisk follows results filed as active; . = not tested or not shown. The list is partial. The share of hits here may be higher or lower than overall.
SMILES,LMP1 NFkB inh,SRC2 inh,C8 TRAIL sens,NR5A2 inv ag,NR2F2 inh,SRC1 inh,SRC3 inh,NOD2 RIPK2 PPI,TWEAK Fn14 block,TLR9-MyD88 block,TROY signal inh
COc1ccc(N2CCN(CC(O)COc3c(OC)cccc3OC)CC2)cc1 (centres undefined),-3,13,-16,-8,3,3,-1,-9,1,-13,-9
CN1C(=O)C2C(c3ccc(N(C)C)cc3)NN(Cc3ccccc3)C2C1=O (centres undefined),1,-11,28,12,12,6,12,-8,-12,-8,-3
CC1CCCC(NC(=O)CN(C)S(=O)(=O)c2cccc3cccnc23)C1C (centres undefined),1,-25,-8,7,7,0,1,-1,14,0,-6
Cc1cc2ccccc2c(=O)n1CC(=O)Nc1ccc2c(c1)OCCO2,7,15,-21,-1,-3,-17,-15,-11,0,-5,-32
O=C1c2ccccc2NC(c2ccc(-c3ccc(Br)cc3)o2)N1O (centres undefined),21,-10,9,-11,13,3,6,10,-21,5,-7
Cc1ccc(OCCn2c(=S)[nH]c3c(N)ncnc32)cc1,-20,-5,-2,1,-12,6,7,4,5,-3,0
Cn1c(=O)[nH]c(=O)c2c1nc(N)n2Cc1ccccc1,.,-19,-9,13,-33,1,11,-3,-5,4,5
COc1ccc(-c2cc(C(=O)Nc3cccnc3)no2)cc1OC,-19,-51,-4,-114,-34,-57,-53,-3,-14,6,-2
Cc1ccc(C)c(NC(=O)CS(=O)(=O)c2c[nH]c3ccccc23)c1,4,-8,7,6,6,7,15,-15,13,2,-6
Cc1ccc(NC2=C(N3CCOCC3)C(=O)c3ccccc3C2=O)cc1,4,-72,56*,-94,-63,-121,-87,-16,2,-1,-1
C=CCNC(=O)c1ccccc1NC(=O)c1cccc2ccccc12,5,6,5,14,0,-4,-1,6,20,4,-5
COCCNC(=O)c1csc2c1CCCC2,4,-2,1,11,-6,-8,9,1,-4,5,-16
Cc1ccccc1CNC(=O)c1ccc2ccccc2n1,7,-18,12,0,7,5,4,-3,3,-9,-19
Fc1ccccc1-c1cc2ncccc2cn1,-13,-51,16,-32,-37,-45,-67,3,2,2,-57
Cc1cc(C(=O)NCC(c2ccco2)N(C)C)no1 (centres undefined),2,-35,-24,-2,10,9,5,7,-20,-5,-12
CSc1ncccc1C(=O)NC1CCCCCCC1,-7,-34,0,1,-5,-1,-19,-6,2,-10,19
CCOC(=O)Sc1nc2ncncc2[nH]1,-1,-16,10,-9,12,1,-6,4,15,0,1
C/C(CC(=O)NC(C)C)=N\NC(=O)COc1cc(C)c(Br)cc1Br,2,-2,4,-5,7,-2,24,-6,27,-2,11
C/C(=N\NC(=S)NCCc1ccccc1)c1ccc(Cl)cc1,-2,13,-9,1,-3,-7,-7,3,4,-9,-6
O=C(c1ccc2nc3ccc(Cl)cc3c(=O)n2c1)N1CCOCC1,-4,6,22,5,24,-38,-36,0,-15,-5,-22
O=C(O)c1ccc(-n2c(-c3ccccc3)n[nH]c2=S)cc1,0,-40,-5,-13,-5,13,10,-5,18,0,17
COc1ccc(Cl)cc1NC(=O)COC(=O)CCNS(=O)(=O)c1cccs1,-12,7,5,14,2,-10,8,5,2,3,-15
Cc1c(NC(=O)CSc2ccccc2C(=O)Nc2cccnc2)c(=O)n(-c2ccccc2)n1C,2,-11,3,6,10,-12,4,-16,-6,-8,-15
COCCn1c(C(=O)N(C)C)cc2c1C[C@H]1CN(C(=O)c3ccccc3)[C@@](Cc3ccc(F)cc3)(C(=O)OC)[C@@H]21,.,2,6,-10,-15,.,.,4,23,.,-13
CC(C)c1ccc(C(O)P(=O)(OCc2ccccc2)c2ccc(N(C)C)cc2)cc1 (centres undefined),12,6,2,-7,-5,-6,21,10,-5,5,9
COc1ccc(C(=O)NC2CCC(O)CC2)cc1S(=O)(=O)NCc1ccc(Cl)cc1 (centres undefined),3,1,-6,-16,5,5,-5,7,-18,6,-5
CCCCn1c(SCC(=O)Nc2nnc(CC)s2)nc2ccccc2c1=O,4,-11,-3,-6,-11,-6,12,-9,4,8,21
O=C1NC[C@H](Cc2ccccc2)N(CC2CCN(CCC34CC5CC(CC(C5)C3)C4)CC2)C1=O,2,14,2,18,4,9,10,-6,-3,-7,0
CCC(=O)N1CCc2cc(S(=O)(=O)N(C)c3ccc(Br)cc3)ccc21,-7,-15,1,15,-3,2,7,-9,-22,-11,-17
Cc1cc(C)cc(COc2ccc3c(C)c(CC(=O)O)c(=O)oc3c2C)c1,-5,-28,-8,2,-15,-6,-7,-8,4,4,-9
Cc1c(Cl)cccc1NC(=O)c1nc(C)n(-c2cc(OC(C)C)c(Cl)cc2Cl)n1,-1,21,-5,-11,3,-5,0,6,4,12,8
Cc1cccc(C)c1NC(=O)CSc1nnc(-c2ccncc2)n1Cc1ccco1,-3,-13,4,10,-2,-26,4,7,9,1,-8
C[C@H]1CN([C@@H](C)CO)C(=O)c2cc(-c3cccc(F)c3)cnc2O[C@@H]1CN(C)S(C)(=O)=O,6,1,0,-13,18,4,-1,22*,15,-7,-4
O=C(NCCS(=O)(=O)N1CCN(c2cccc(Cl)c2)CC1)C1CCCC1,-1,19,19,23,9,-1,20,-5,-17,2,5
C[C@H](CO)N1C[C@H](C)[C@@H](CN(C)Cc2ccc(O)cc2)OCc2cnnn2CCCC1=O,-10,-29,7,-5,-2,-4,3,-11,6,-8,-2
COC(=O)c1ccc(NC(=O)c2ccccc2-c2ccccc2C(=O)O)cc1,-5,9,-1,6,-10,4,1,-3,7,13,-12
Cc1cc2nc(=O)c(/C=C3\C=Nc4ccccc43)c(N)n2o1,.,-4,-14,10,-4,-14,11,-15,-23,.,-5
Cc1nc2cc(NC(=O)c3cccc(S(C)(=O)=O)c3)ccc2o1,-8,-1,-23,15,7,-2,-57,1,1,-1,-21
O=C(Nc1ccc(Oc2ccccc2)cc1)C1CCCN(c2ncccn2)C1 (centres undefined),2,10,13,2,4,-15,-13,-12,-8,2,6
O=C1OCCN1C(=O)[C@H]1[C@H](c2ccccc2)C(c2cccc(Cl)c2)=NN1c1ccc(Br)cc1,-11,-3,-2,13,10,12,10,31*,-1,-5,-7
COc1cc(/C=C(/NC(=O)c2ccccc2)C(=O)Nc2cccc(O)c2)c([N+](=O)[O-])cc1OC,3,15,-10,0,-5,-20,12,-6,6,0,-12
CSc1ccccc1C(=O)OCC(=O)NCCN1C(=O)CSC1=O,-4,-7,-6,0,3,2,13,-11,1,4,-7
COc1cc(-c2nc(CN3CCCCC3CCNC(C)=O)c(C)o2)ccc1F (centres undefined),2,4,-23,26,-4,-1,15,-8,-14,-8,2
COc1ccc(/C=C2/N=C(SC3CCOC3=O)N(c3cccc(OC)c3)C2=O)cc1 (centres undefined),-1,8,26,-6,12,-5,10,-14,2,0,-8
CCc1ccc(S(=O)(=O)NCCc2cn3ccccc3n2)s1,-3,5,-11,23,6,8,1,-8,13,-7,-1

# A draw from above in order of SMILES length, falling.
SMILES,LMP1 NFkB inh,SRC2 inh,C8 TRAIL sens,NR5A2 inv ag,NR2F2 inh,SRC1 inh,SRC3 inh,NOD2 RIPK2 PPI,TWEAK Fn14 block,TLR9-MyD88 block,TROY signal inh
C[C@H]1CN([C@@H](C)CO)C(=O)c2cc(-c3cccc(F)c3)cnc2O[C@@H]1CN(C)S(C)(=O)=O,6,1,0,-13,18,4,-1,22*,15,-7,-4
O=C1OCCN1C(=O)[C@H]1[C@H](c2ccccc2)C(c2cccc(Cl)c2)=NN1c1ccc(Br)cc1,-11,-3,-2,13,10,12,10,31*,-1,-5,-7
C[C@H](CO)N1C[C@H](C)[C@@H](CN(C)Cc2ccc(O)cc2)OCc2cnnn2CCCC1=O,-10,-29,7,-5,-2,-4,3,-11,6,-8,-2
Cc1c(Cl)cccc1NC(=O)c1nc(C)n(-c2cc(OC(C)C)c(Cl)cc2Cl)n1,-1,21,-5,-11,3,-5,0,6,4,12,8
COc1ccc(/C=C2/N=C(SC3CCOC3=O)N(c3cccc(OC)c3)C2=O)cc1 (centres undefined),-1,8,26,-6,12,-5,10,-14,2,0,-8
Cc1cc(C)cc(COc2ccc3c(C)c(CC(=O)O)c(=O)oc3c2C)c1,-5,-28,-8,2,-15,-6,-7,-8,4,4,-9
Cc1cccc(C)c1NC(=O)CSc1nnc(-c2ccncc2)n1Cc1ccco1,-3,-13,4,10,-2,-26,4,7,9,1,-8
COc1cc(-c2nc(CN3CCCCC3CCNC(C)=O)c(C)o2)ccc1F (centres undefined),2,4,-23,26,-4,-1,15,-8,-14,-8,2
O=C(Nc1ccc(Oc2ccccc2)cc1)C1CCCN(c2ncccn2)C1 (centres undefined),2,10,13,2,4,-15,-13,-12,-8,2,6
Cc1nc2cc(NC(=O)c3cccc(S(C)(=O)=O)c3)ccc2o1,-8,-1,-23,15,7,-2,-57,1,1,-1,-21
Cc1cc2nc(=O)c(/C=C3\C=Nc4ccccc43)c(N)n2o1,.,-4,-14,10,-4,-14,11,-15,-23,.,-5
CSc1ccccc1C(=O)OCC(=O)NCCN1C(=O)CSC1=O,-4,-7,-6,0,3,2,13,-11,1,4,-7
CCc1ccc(S(=O)(=O)NCCc2cn3ccccc3n2)s1,-3,5,-11,23,6,8,1,-8,13,-7,-1

# Next entries:
SMILES,LMP1 NFkB inh,SRC2 inh,C8 TRAIL sens,NR5A2 inv ag,NR2F2 inh,SRC1 inh,SRC3 inh,NOD2 RIPK2 PPI,TWEAK Fn14 block,TLR9-MyD88 block,TROY signal inh
O=C(NCC1CCCO1)c1cc(S(=O)(=O)N2CCOCC2)c(Cl)cc1Cl (centres undefined),-21,-5,4,-4,0,-77,-6,0,-8,-6,11
CCC(C)[C@H](NC(=O)[C@@H]1CSC2c3ccccc3C(=O)N21)C(=O)N1CCCCC1 (some centres undefined),-2,14,-1,8,2,11,-3,-6,0,9,-12
CCc1ccc(N2C(=O)c3sc4nnc(-c5ccccc5)c(=O)n4c3C2=O)cc1,-5,-6,21,6,-7,-23,-2,-7,-4,3,9
O=C(NCc1ccc2[nH]c3c(c2c1)CCCC3)c1ccc(S(=O)(=O)N2CCCC2)cc1,-13,-15,-3,3,-2,-5,-15,9,4,-4,6
COc1ccccc1C(=O)n1nc(-c2ccc(Cl)cc2)nc1N,2,-19,5,-14,-12,-9,7,4,25,-2,22
CCOC(=O)CSc1nnnn1-c1cc(OC)c(Cl)cc1OC,7,-8,9,7,15,13,10,-9,1,-8,-12
COC(=O)CNC(=O)c1c(C)cc(=O)oc1C,-4,-12,-26,8,-19,-22,3,-7,-7,-12,-5
CC(C)Cc1cc(C(=O)Nc2cc(C(F)(F)F)ccc2Cl)no1,0,-5,6,-11,14,0,-5,-8,1,5,-24
